Screens deposited in PubChem BioAssay by several laboratories.
TPT1 inhibitor – blocks Candida albicans tRNA 2'-phosphotransferase. recombinant caTPT1, FP RNA substrate dephosphorylation. inhibition, % at 5 µM. actives 0.81% (n = 300,000). AID 1962;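 active = inhibition above the mean of all tested compounds plus 3 SD, set per screening campaign, cut at about 24% in these data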;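 note: plate controls were DMSO alone for no effect and ferristatin control at 100 nM for full effect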
Yeast superoxide – lowers age-related superoxide in aged yeast cells | S. cerevisiae aged cells, superoxide DHE fluorescence; hits give low values | superoxide response (% of plate mean), % at 10 µM | actives 0.18% (n = 330,000) | AID 2690;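 active = superoxide response under a set limit, about three screen SD below normal, cut at about 65% in these data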;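 note: yeast aged for seven days with compound at 30 °C before DHE staining; 100% = average MFI of all compound-treated wells on the plate with controls excluded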
PP5 primary – inhibitors of human protein phosphatase 5 (PP5). actives 0.18% (n = 320,000). inhibition, % at 6.7 µM. purified PP5c, OMFP substrate fluorescence;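 active = inhibition above the campaign's mean inhibition across all tested compounds plus 3 SD, cut at about 9.5% in these data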;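 note: 0% = DMSO only and 100% = 100 µM cantharidin control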
JMJD2C inh – blocks human GASC-1 demethylase activity. GST-JMJD2C(1-420) H3K9me3 demethylation, DELFIA europium. actives 0.069% (n = 330,000). inhibition, % at 2.35 µM. Q9H3R0;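 active = more than half of a compound's replicate wells show inhibition beyond 50%, single wells judged on their own value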;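 note: signal counts dimethyl H3K9 product captured on neutravidin plate; 0% = median of DMSO wells and 100% = 0.3 times that DMSO median; strong numbers were not always called active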
Target sequence (Q9H3R0 1-420 limits assumed): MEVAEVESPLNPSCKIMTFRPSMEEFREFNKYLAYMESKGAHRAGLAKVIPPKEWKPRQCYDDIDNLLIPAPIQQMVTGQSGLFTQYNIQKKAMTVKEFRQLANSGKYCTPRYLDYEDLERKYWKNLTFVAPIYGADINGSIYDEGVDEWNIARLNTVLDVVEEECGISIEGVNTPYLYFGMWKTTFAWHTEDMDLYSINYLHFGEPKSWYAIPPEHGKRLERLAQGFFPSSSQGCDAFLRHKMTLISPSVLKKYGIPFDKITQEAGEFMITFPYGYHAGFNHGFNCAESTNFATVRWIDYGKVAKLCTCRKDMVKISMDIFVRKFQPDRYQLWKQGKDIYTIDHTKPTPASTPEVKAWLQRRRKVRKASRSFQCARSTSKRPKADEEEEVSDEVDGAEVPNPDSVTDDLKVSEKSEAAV
core dimer inh – blocks dimerization of HCV core protein; TR-FRET GST/Flag-core106 dimerization, 1536-well; inhibition, % at 5 µM; actives 0.33% (n = 300,000); AID 1899;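 active = inhibition above the mean of all tested compounds plus 3 SD, set per screening campaign, cut at about 45% in these data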
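Material: Tagged HCV core106 pair (GST and Flag) | Amount: GST-core106 13.5 nM, Flag-core106 17 nM | Medium: KF-containing HEPES buffer, pH 7.45, DTT, CHAPS, BSA | Reagent: Eu donor and XL665 acceptor anti-tag antibodies | Schedule: 4 h at 22.5 °C | Technique: Time-resolved FRET, ex 340 nm, em 617 and 671 nm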
EBNA-1 inh – blocks EBNA-1 binding to DNA; EBNA-1 DNA binding, fluorescence polarization; inhibition, % at 14.8 µM; actives 0.34% (n = 300,000); in the data active = inhibition above about 28%
CTSL1 counter – counter-screen for PFM18AAP inhibitors: inhibitors of F. hepatica cathepsin L1. inhibition, % at 5.96 µM. AID 1906. recombinant F. hepatica cathepsin L1, Z-Leu-Arg-MCA fluorescence. actives 0.49% (n = 300,000);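 active = inhibition above the mean of all tested compounds plus 3 SD, set per screening campaign, cut at about 17% in these data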;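 note: 0% = plate median of test compound wells and 100% = 1 µM Z-Phe-Ala-diazomethylketone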
ZTA counter – ZTA (EBV) inhibition in EBNA-1 counter-screen | P03206 | actives 0.15% (n = 320,000) | ZTA-DNA binding, fluorescence polarization | inhibition, % at 11 µM; in the data active = inhibition above about 33%
Target sequence (P03206 whole entry, looked up): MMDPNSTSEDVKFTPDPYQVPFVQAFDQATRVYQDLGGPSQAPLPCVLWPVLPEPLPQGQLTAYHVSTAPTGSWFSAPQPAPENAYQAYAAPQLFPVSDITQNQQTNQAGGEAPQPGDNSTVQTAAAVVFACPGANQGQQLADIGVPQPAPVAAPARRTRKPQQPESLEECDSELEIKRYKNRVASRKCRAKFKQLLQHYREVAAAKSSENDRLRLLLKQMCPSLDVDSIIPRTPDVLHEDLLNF
PP1 counter – blocks human PP1-alpha phosphatase, a PP5 counter-screen | purified PP1alpha, OMFP fluorescence | inhibition, % at 6.7 µM | P62136 | AID 2235 | actives 0.9% (n = 320,000);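 active = inhibition above the mean inhibition of all tested compounds plus 3 SD, computed separately for each screening campaign, cut at about 15% in these data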
Target sequence (P62136 whole entry, looked up): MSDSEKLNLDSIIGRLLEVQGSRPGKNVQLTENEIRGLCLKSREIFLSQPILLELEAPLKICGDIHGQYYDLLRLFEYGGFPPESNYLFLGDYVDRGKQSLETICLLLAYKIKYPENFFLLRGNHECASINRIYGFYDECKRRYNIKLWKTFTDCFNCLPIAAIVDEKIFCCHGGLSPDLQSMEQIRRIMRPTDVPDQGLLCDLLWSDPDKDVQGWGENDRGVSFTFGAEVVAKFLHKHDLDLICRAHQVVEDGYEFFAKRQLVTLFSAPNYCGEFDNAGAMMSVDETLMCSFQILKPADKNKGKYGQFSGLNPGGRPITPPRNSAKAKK
* marks the source's active call; other numbers are inactive results; & = joins results of further samples. Compounds were not picked by outcome; overall some 3.1% were active at least once.

compound	TPT1 inhibitor	Yeast superoxide	PP5 primary	JMJD2C inh	core dimer inh	EBNA-1 inh	CTSL1 counter	ZTA counter	PP1 counter
NC(=O)c1c(/N=C/c2cccs2)sc2c1CCCC2	-1	101	-1.3	5	0	9	0	-3	-2
CN1C2CCC1CC(NC(=O)c1ccc(Cl)cc1)C2 (centres undefined)	1	100	2.0	3	-3	-3	1	-12	-6
CCn1c(SCC(=O)NC(C)(C)C)nc(O)cc1=O	-3	113	2.1	1	4	-19	-6	-6	2
Cn1c(=O)c(C(=O)NCc2ccc(F)cc2)c(O)c2ccccc21	-3	101	0.7	2	3	9	0	6	-1
CN(CC(=O)Nc1ccc(Cl)cc1)C(=O)c1ccc(-n2cncn2)c([N+](=O)[O-])c1	-1	105	1.3	0	0	8	5	14	-3
COc1ccc(S(=O)(=O)N2CC(O)CC2C(=O)OCc2nc3sc(C)c(C)c3c(=O)[nH]2)cc1 (centres undefined)	33*	96	0.3	32	21	-4	1	-6	1
Cc1c(Cl)c([N+](=O)[O-])nn1CC(=O)Nc1ccc2c(c1)OCO2	0	111	2.4	-7	-7	-8	0	8	-1
O=C(NCC(c1ccc(F)cc1)N1CCOCC1)c1cccnc1Sc1ccc(Cl)cc1 (centres undefined)	-2	88	2.7	4	-7	4	3	0	0
COc1ccc(OC)c(C(=O)NC(CC(N)=O)c2ccc(N3CCCCCC3)c([N+](=O)[O-])c2)c1 (centres undefined)	-1	100	2.7	-25	7	5	-1	2	2
CCC(C(=O)OC)n1cnc2c(cnn2-c2ccc(Cl)cc2)c1=O (centres undefined)	-4	108	-1.1	-10	-2	4	-2	8	-3

Later entries
compound	TPT1 inhibitor	Yeast superoxide	PP5 primary	JMJD2C inh	core dimer inh	EBNA-1 inh	CTSL1 counter	ZTA counter	PP1 counter
CCOc1ccc2[nH]c(=O)c(CN(CCO)C(=O)CC)cc2c1	-12	105	2.5	-24	-4	-5	6	-19	2
Cc1cc(C)cc(N(CCC#N)C(=O)COC(=O)C2CCN(c3ccc(C(F)(F)F)cn3)CC2)c1	1	91	4.3	-3	4	10	2	18	1
Cc1[nH]nc2c1C(c1ccccc1F)NC2=O (centres undefined)	-3	80	-0.5	4	14	-3	0	3	2
COc1ccc(OC)c(NC(=O)Nc2cc(C(=O)O)ccc2C)c1	-1	96	0.9	11	0	-3	5	9	-3
CCc1nnc(NC(=O)CSc2nnc3scc(-c4ccc(C)cc4)n23)s1	-1	127	2.3	7	0	-4	-3	-11	-1
CS(=O)(=O)NCCSCc1c(F)cccc1Cl	-1	106	2.2	-3	-2	-3	1	0	-1
CCc1nccn1S(=O)(=O)c1cc(OC)ccc1OC	0	105	-4.2	-1	11	-7	-2	6	-1
COc1ccccc1CCC(=O)NNC(=O)c1ccncc1	2	94	-0.3	-3	-2	-5	0	8	-6
Cc1c(OCC(=O)NCc2cccnc2)ccc2c3c(c(=O)oc12)CCC3	2	100	-0.8	12	-6	-3	2	-6	1
O=[N+]([O-])c1ccc(N2CCCC2)cc1N1CCCC1	-8	106	1.9	11	-3	6	7	12	5

New compounds follow.
compound	TPT1 inhibitor	Yeast superoxide	PP5 primary	JMJD2C inh	core dimer inh	EBNA-1 inh	CTSL1 counter	ZTA counter	PP1 counter
CN(C)C(=O)Oc1cccc([N+](C)(C)C)c1	-3	83&103	0.7	-1&-11	4	-3	-2	-1	-1
COc1cc(NC(=O)c2ccccc2Cl)c(OC)cc1NC(=O)CN1CCOCC1	-1	102	-1.5	4&31	-1	-3	0	0	-2
O=C(CSc1nc2ccccc2c(=O)[nH]1)N1CCOCC1	0	96	-0.3	-1	-2	6	-2	5	-3
Cc1ccccc1S(=O)(=O)Cc1ccc(C(=O)N2CCN(c3ccc(F)cc3)CC2)o1	0	104	3.1	-4	3	3	-1	18	-1
COC(=O)c1ccccc1S(=O)(=O)N(Cc1cc2cc3c(cc2[nH]c1=O)OCO3)C1CCCCC1	-1	105	0.6	19	12	5	2	-1	6
Cc1ccc(-n2ncc3c2CC(C)(C)CC3NC(=O)CCN2CCCCC2=O)cc1 (centres undefined)	-2	113	2.5	-4	-9	7	-4	-2	0
COc1ccc(NC(=O)CSc2nccc(C)n2)cc1	-10	97	-0.1	1	-10	2	-3	-24	-2
Cc1ccc(S(=O)(=O)Nn2c(O)c(C=C3N=c4ccccc4=N3)sc2=S)cc1	-1	105	4.4	24	-10	-5	3	-17	13
Cc1cccc(C2N(c3ccc(F)cc3)C(=O)C3CCCN32)c1 (centres undefined)	1	107	0.8	4	-6	-7	-3	-7	-2
CC(C)[C@H](NC(=O)c1ccco1)C(=O)OCC(=O)Nc1ccc(Cl)c(S(=O)(=O)N(C)C)c1	0	88	-1.6	4	0	-5	-34	4	-5

The list continues.
compound	TPT1 inhibitor	Yeast superoxide	PP5 primary	JMJD2C inh	core dimer inh	EBNA-1 inh	CTSL1 counter	ZTA counter	PP1 counter
Clc1ccc(NNc2ccnc3cc(Cl)ccc23)cc1	1	92	1.1	-6	-8	11	-2	-13	1
CCC(C(=O)NC1CCCC1)N(C(=O)c1snc(C(N)=O)c1N)c1ccc(OC)c(OC)c1 (centres undefined)	-1	99	-1.1	-5	-1	6	1	-9	-2
COc1ccc(OCCC(=O)OCC(=O)NC(=O)NC2CCCCC2)cc1	0	101	1.3	-4	1	0	-8	2	0
O=C(COc1ccc(S(=O)(=O)NC2CCCCC2)cc1Cl)NCC1CCCO1 (centres undefined)	-4	107	-1.4	-6&0	-4	4	1	152*	0
Cc1ccccc1OCC1CN(CN2CCOCC2)C(=O)O1 (centres undefined)	1	102	0.5	-42	-4	-8	-1	11	-5
Cc1ccc(NC(=O)N2CCCN(C(=O)OC(C)(C)C)CC2)cc1Cl	-1	90	0.7	4	10	-5	0	-11	-4
Nc1cccc(Oc2ccc([N+](=O)[O-])cc2)c1	1	103	0.3	14	5	5	-5	6	-1
COc1cccc(NC(=O)c2cnn(-c3ccccc3)c2C)c1	1	94	-0.8	8	-10	1	5	2	-5
COc1ccc(C2C(C#N)=C(N)Oc3cc(C)n(CCN4CCOCC4)c(=O)c32)cc1OC (centres undefined)	4	73	-1.7	2	-8	1	1	-12	-1
COc1cc(OC)c(NC(=O)c2ccoc2C)cc1Cl	0	89	1.6	7	-3	7	2	5	-2

(list continues)
compound	TPT1 inhibitor	Yeast superoxide	PP5 primary	JMJD2C inh	core dimer inh	EBNA-1 inh	CTSL1 counter	ZTA counter	PP1 counter
Cc1ccc2nc(/C(C#N)=C\c3ccc(N4CCCCC4)c([N+](=O)[O-])c3)[nH]c2c1	18	121	1.4	7	9	-11	2	-5	3
CCCOc1ccc(C2NC(=S)NC(C)=C2C(=O)c2ccccc2)cc1OC (centres undefined)	1	95	3.9	3	0	-4	1	5	2
Cc1ccc(NC(=S)NCC2CCN(C(C)c3ccccc3)C2)cc1C (centres undefined)	1	105	-0.7	4	-3	-7	-4	2	3
O=C(O)Cc1ccc(NC(=O)c2ccc(NC(=O)C3CC3)cc2)cc1	0	102	-3.6	0	-20	0	1	-3	-8
Cc1ccc(NC(=O)c2cc(S(=O)(=O)N3CCOCC3)cn2C)c(C)c1	2	78	-0.9	-1	-2	1	1	8	-1
Cc1ccc2nc(-c3ccncc3)c(NC3CCCC3)n2c1	-1	99	-1.3	4	-1	0	4	0	2
S=c1nccc(-c2cccs2)[nH]1	-7	84	1.2	15	2	9	5	12	-4
CCn1cc(CNC(=O)C2CCC(=O)N(Cc3ccc(Cl)cc3)C2)cn1 (centres undefined)	0	92	-0.8	-8	1	9	-2	4	-2
Fc1ccccc1CSc1ccc(-c2ccco2)nn1	-1	95	3.7	5	4	-1	-2	-13	-4
N/C(=N\OC(=O)c1ccc(Br)cc1)c1ccncc1	3	124	-1.3	-1	-8	-2	-1	6	-4

Random excerpt: 7 entries already listed.
compound	TPT1 inhibitor	Yeast superoxide	PP5 primary	JMJD2C inh	core dimer inh	EBNA-1 inh	CTSL1 counter	ZTA counter	PP1 counter
Cc1ccc2nc(/C(C#N)=C\c3ccc(N4CCCCC4)c([N+](=O)[O-])c3)[nH]c2c1	18	121	1.4	7	9	-11	2	-5	3
O=C(O)Cc1ccc(NC(=O)c2ccc(NC(=O)C3CC3)cc2)cc1	0	102	-3.6	0	-20	0	1	-3	-8
Cc1ccc2nc(-c3ccncc3)c(NC3CCCC3)n2c1	-1	99	-1.3	4	-1	0	4	0	2
N/C(=N\OC(=O)c1ccc(Br)cc1)c1ccncc1	3	124	-1.3	-1	-8	-2	-1	6	-4
Cc1ccc(NC(=O)c2cc(S(=O)(=O)N3CCOCC3)cn2C)c(C)c1	2	78	-0.9	-1	-2	1	1	8	-1
CCCOc1ccc(C2NC(=S)NC(C)=C2C(=O)c2ccccc2)cc1OC (centres undefined)	1	95	3.9	3	0	-4	1	5	2
S=c1nccc(-c2cccs2)[nH]1	-7	84	1.2	15	2	9	5	12	-4

Continuation:
compound	TPT1 inhibitor	Yeast superoxide	PP5 primary	JMJD2C inh	core dimer inh	EBNA-1 inh	CTSL1 counter	ZTA counter	PP1 counter
O=C(N/N=C/c1cc(Br)cc(Cl)c1O)c1ccc2c(c1)OCO2	35*	95	0.2	3	1	-4	4	1	4
NC(=O)N1OCC2COc3ccc4ccccc4c3C21 (centres undefined)	-2	108	-0.3	-4	-4	-2	-11	7	-3
CCOC(=O)c1[nH]c(C)c(/C(O)=C2\C(=O)C(=O)N(CCN3CCOCC3)C2c2cccs2)c1C (centres undefined)	2	100	2.6	-8	-3	-7	-2	-1	-2
Cc1oc(-c2ccc(Cl)cc2)nc1CN1CCCC(C(=O)NCc2cccnc2)C1 (centres undefined)	-2	112	-0.1	-4	2	7	3	3	2
CCC1(c2ccccc2)NC(=O)N(CC(=O)NCCN2C(=O)S/C(=C\c3cccnc3)C2=O)C1=O (centres undefined)	-2	103	-0.1	4	-2	-8	7	4	-2
Cc1ccc(NC(=O)N2CCCc3ccccc32)cc1	-1	93	0.6	18	1	-9	-4	-12	-4
O=C(Nc1ccncc1)c1ccc(NS(=O)(=O)c2ccc3[nH]c(=O)[nH]c3c2)cc1	-2	94	1.4	1	-8	0	4	0	1
Cc1noc(C)c1S(=O)(=O)Nc1ccccc1Oc1ccccc1	-1	106	-0.7	-2	2	0	1	2	0
CCOc1ccccc1NC(=S)N1CCN(c2ccccc2)CC1	4	96	2.4	3	-1	4	5	-6	0
